# Bioassay records (PubChem)
# Fibroblast inh – antiproliferative effect on LL 47 fibroblasts – human, LL 47 cells, CellTiter-Glo luminescence, primary screen | LL 47 human lung fibroblast viability, ATP luminescence; stronger effect = lower value | viability, % at 10 µM | actives 1.1% (n = 85,000) | AID 719, 2007;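 active = viability at or below 50% in the single dose screen; inactive = viability above 50%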;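 note: compound exposure lasted 72 h before the ATP readout; 100% = median luminescence of untreated cell-only wells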
#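 Test system: LL 47 human lung fibroblasts / Quantity: 1,150 cells in each well / Medium: IMEM growth medium with 15% fetal bovine serum / Incubation: 72 h compound exposure at 37 °C after overnight plating / Detection: CellTiter-Glo luminescence measuring cellular ATP / Read-out: % viability versus median cells-only luminescence / Benchmarks: cell-only wells, no compound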
# HUVEC inhibit – inhibitors of HUVEC proliferation, primary screen, cell-based, 384-well. CellTiter-Glo luminescence, 72 h; stronger effect = lower value. viability, % at 10 µM (by protocol). actives 1.1% (n = 86,000). AID 648, 2007;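 active = viability at or below 30%; inactive = viability above 30%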;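 note: 100% = median luminescence of DMSO-only cell control wells on each plate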
# H69AR inhibit – proliferation blockers of H69AR lung cancer cells, primary screen, cell-based, human, 86K library | viability, % at 10 µM | H69AR lung tumor viability, ATP luminescence, 72 h; stronger effect = lower value | actives 6% (n = 85,000);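 active = viability at or below 40%; inactive = viability above 40%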;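 note: multidrug resistant small cell line overexpressing MRP-1 efflux transporter; 100% = mean luminescence of untreated control wells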
# sEH inh – soluble epoxide hydrolase inhibitors, primary screen, biochemical, human sEH; inhibition, % at 2 µM; actives 0.34% (n = 91,000); AID 707, 2007; Bifunctional epoxide hydrolase 2 (Homo sapiens), P34913; recombinant human sEH enzymatic activity assay; in the data active = inhibition above about 80%; note: values of inactives mirror those of a sister screen read the other way; many of its hits are not listed in these tables
# Target sequence (P34913 whole entry, looked up): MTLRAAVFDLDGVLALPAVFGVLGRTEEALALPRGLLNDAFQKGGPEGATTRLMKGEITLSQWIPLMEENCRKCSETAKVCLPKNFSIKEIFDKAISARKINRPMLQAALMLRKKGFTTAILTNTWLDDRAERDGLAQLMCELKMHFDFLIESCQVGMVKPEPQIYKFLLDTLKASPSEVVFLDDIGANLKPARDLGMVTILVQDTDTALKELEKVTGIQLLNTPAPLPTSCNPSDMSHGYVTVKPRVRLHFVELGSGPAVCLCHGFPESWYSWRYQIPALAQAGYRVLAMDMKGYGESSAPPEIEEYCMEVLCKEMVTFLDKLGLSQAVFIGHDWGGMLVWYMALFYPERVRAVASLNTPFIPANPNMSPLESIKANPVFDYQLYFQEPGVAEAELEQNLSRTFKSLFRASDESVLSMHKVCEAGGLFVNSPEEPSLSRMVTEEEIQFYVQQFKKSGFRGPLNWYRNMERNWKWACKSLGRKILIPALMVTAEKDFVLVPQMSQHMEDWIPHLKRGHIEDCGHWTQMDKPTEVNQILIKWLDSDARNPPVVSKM
# LYP act – LYP phosphatase activators, primary screen, biochemical, DiFMUP fluorescence, 2 µM; Tyrosine-protein phosphatase non-receptor type 22 (Homo sapiens), Q9Y2R2; recombinant LYP; 0 = plate median, 100 = signal doubled; activation, % at 2 µM; actives 0.11% (n = 96,000); AID 697, 2007;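 active = activation at 2 µM above a set limit, the mean plus 5 SD, cut at about 37% in these data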
# S1P2 ag – S1P2 receptor agonists, primary screen, cell-based. Sphingosine 1-phosphate receptor 2 (Homo sapiens), O95136. S1P2-expressing cell line, agonist reporter read-out. activation, % at 4.5 µM. actives 0.46% (n = 97,000); in the data active = activation above about 16%;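 note: 0% = vehicle low control and 100% = maximal reference agonist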
# Target sequence (O95136 whole entry, looked up): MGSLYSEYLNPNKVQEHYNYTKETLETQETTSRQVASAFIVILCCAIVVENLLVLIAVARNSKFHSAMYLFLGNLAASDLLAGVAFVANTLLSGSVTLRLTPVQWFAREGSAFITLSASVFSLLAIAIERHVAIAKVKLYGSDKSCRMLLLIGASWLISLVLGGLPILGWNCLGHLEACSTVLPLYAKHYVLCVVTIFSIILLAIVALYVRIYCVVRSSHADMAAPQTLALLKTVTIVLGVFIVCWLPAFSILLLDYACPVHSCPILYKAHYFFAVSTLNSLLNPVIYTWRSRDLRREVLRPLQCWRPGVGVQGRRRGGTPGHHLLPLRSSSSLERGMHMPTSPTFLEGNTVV
# PostGolgi ctrl – growth inhibition of yeast control strain, primary screen, counter-screen for post-Golgi transport modulator project | efflux-deficient yeast background strain, growth absorbance A615, 16 h | inhibition, % at 10 µM | actives 5% (n = 98,000) | AID 738, 2007; in the data active = inhibition above about 30%
# S1P2 blocker – human S1P2 receptor antagonists, primary screen, cell-based | Sphingosine 1-phosphate receptor 2 (Homo sapiens), O95136 | cell-based S1P2 antagonist assay, inhibition at 5 uM | inhibition, % at 5 µM | actives 0.21% (n = 97,000); in the data active = inhibition above about 45%;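 note: CRE beta-lactamase reporter cells expressing human S1P2 stimulated with S1P; 0% = agonist at EC80 alone and 100% = agonist plus reference antagonist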
# sEH activator – soluble epoxide hydrolase activators, primary screen, biochemical, human sEH | Bifunctional epoxide hydrolase 2 (Homo sapiens), P34913 | purified human sEH enzymatic activity, activator screen | activation, % at 2 µM | actives 0.04% (n = 91,000) | AID 717, 2007; in the data active = activation above about 37%; note: values of inactives mirror those of a sister screen read the other way
# * = called active by the depositor; · = not tested or not shown.
SMILES,Fibroblast inh,HUVEC inhibit,H69AR inhibit,sEH inh,LYP act,S1P2 ag,PostGolgi ctrl,S1P2 blocker,sEH activator
Cc1noc(C)c1S(=O)(=O)NCCCN1CCN(Cc2ccccc2)CC1,88,102,87,-8,-4,-2,2,-22,10
O=C(NCc1ccco1)c1ccc2c(=O)n(CCC3=CCCCC3)c(=O)[nH]c2c1,91,87,79,20,9,-7,-1,17,-19
Cc1ccnc(NC(=O)CCC(=O)N(CC(=O)NCCc2ccccc2)Cc2ccco2)c1,102,103,99,6,-1,-7,-3,7,-7
Cc1ccc(-c2nc(NC(=O)c3nn(C)cc3[N+](=O)[O-])sc2C)cc1C,·,·,·,2,-12,-5,-2,36,0
CCCCCn1c(N(C)Cc2ccccc2)nc2c1c(=O)[nH]c(=O)n2C,91,86,85,-9,-11,1,29,-4,8
CCCCNc1nc2ccccc2n1CC(=O)N1CCc2ccccc2C1,96,87,86,-9,4,-6,-4,-4,11
O=C1c2ccccc2NC(c2ccccn2)N1c1ccc(Cl)cc1 (configuration not stated),93,89,83,2,-5,-11,-1,4,-2
Cc1ccc(/C=N/NC(=O)C(NC(=O)c2ccccc2)c2n[nH]c(=O)c3ccccc23)cc1 (configuration not stated),·,·,·,-1,-3,-4,14,-12,4
Cc1cc(Oc2ccccc2)nc(OCC#N)n1,102,96,94,-23,4,-9,-5,-17,21
CCOC(=O)Nc1sc(NS(=O)(=O)c2ccccc2)nc1C,101,94,96,3,4,-4,8,2,-2
CC(C)(C)NC(=O)CN(C(=O)CS(=O)CC(=O)Nc1ccc(F)cc1)c1ccc(Cl)cc1 (configuration not stated),107,110,97,-6,12,0,-6,12,5
CS(=O)(=O)Nc1ccc(C(=O)N2CCN(c3ccccc3F)CC2)cc1,97,101,93,0,-9,-1,17,-4,0
CCCCOc1cccc(/C=N/NC(=O)c2csc(C)c2C)c1,·,·,·,82*,12,-7,24,-7,-82
CCOC(=O)N1CCC(Nc2c(NCCCN(CC)c3cccc(C)c3)c(=O)c2=O)CC1,94,87,49,·,17,-2,4,1,·
CCc1nc(-c2ccc(-c3ccc(OC)cc3)nc2OC)no1,97,86,92,-6,-10,-3,8,-13,4
CCC(C)NC(=O)c1cc(C)no1 (configuration not stated),102,100,88,5,17,-3,-2,-2,-4
CCCOc1ccccc1NC(=O)c1ccc(N)cc1,112,95,78,-12,0,-3,7,-1,11
COC(=O)CSc1nc(-c2ccccc2)cc(-c2ccco2)c1C#N,·,91,74,4,3,-10,10,-21,-4
O=c1cc(O)c(-c2ccccc2)c(Cl)[nH]1,104,97,105,9,6,-2,1,-3,-10
Cc1cc(C)c([N+](=O)[O-])cc1-c1ccc(/C=N/NC(=O)c2nonc2N)o1,·,·,·,49,-4,0,9,-21,-48

# Profiles, quoted from the list:
# CC(C)(C)NC(=O)CN(C(=O)CS(=O)CC(=O)Nc1ccc(F)cc1)c1ccc(Cl)cc1 (configuration not stated) across the screens: Fibroblast inh: 107; HUVEC inhibit: 110; H69AR inhibit: 97; sEH inh: -6; LYP act: 12; S1P2 ag: 0; PostGolgi ctrl: -6; S1P2 blocker: 12; sEH activator: 5
# CCOC(=O)Nc1sc(NS(=O)(=O)c2ccccc2)nc1C across the screens: Fibroblast inh: 101; HUVEC inhibit: 94; H69AR inhibit: 96; sEH inh: 3; LYP act: 4; S1P2 ag: -4; PostGolgi ctrl: 8; S1P2 blocker: 2; sEH activator: -2

# (list continues)
SMILES,Fibroblast inh,HUVEC inhibit,H69AR inhibit,sEH inh,LYP act,S1P2 ag,PostGolgi ctrl,S1P2 blocker,sEH activator
Cc1nc2nc(-c3cccnc3)[nH]n2c(=O)c1Cc1ccccc1,106,105,92,-9,5,0,5,4,8
C=CCSc1nnc(Cn2c(=O)sc3ccccc32)n1C,104,88,85,·,·,·,9,·,·
CN(C)C(CNC(=O)NC1CCCCC1)c1cccnc1 (configuration not stated),101,90,92,19,-4,-5,2,8,-19
COc1ccc2c(c1OC)C(=O)OC2Nc1ccccc1S(=O)(=O)C(F)F (configuration not stated),99,88,91,·,·,·,-3,·,·
Cc1ccccc1-c1nnc(-c2ccc(Cl)cc2)o1,93,100,83,0,-4,-4,11,-6,0
CCOC(=O)N1CCN(C(=O)c2ccc(N3C(=O)c4ccccc4C3=O)cc2)CC1,99,99,104,·,·,·,-7,·,·
O=C(NCc1ccccc1)c1csc2c1CCCCC2,103,105,92,22,3,0,3,-3,-23
Cc1c(C(=O)N2CCOCC2)oc2c1C(=O)CC(C)(C)C2,96,104,101,2,-2,-1,-14,-6,1
CCOc1cc(/C=N/NC(=O)CNc2cccc(C)c2)ccc1OC(=O)c1ccccc1,95,82,68,7,0,-1,7,-12,-7
CCOc1ccccc1Nc1cc(C)nc2nc(C)nn12,96,104,91,·,·,·,3,·,·
O=C(NC1CCCCC1)c1ccc2c(=O)n(CC3CCCO3)c(=O)[nH]c2c1 (configuration not stated),102,101,87,10,-6,-9,-7,16,-9
Nc1nc(NCc2ccccc2)nc(-c2ccccc2)n1,98,89,85,-4,1,-4,20,-16,3
COc1ccc(CN2CCN(c3ccccn3)CC2)c(OC)c1,102,89,96,·,·,·,0,·,·
Cc1ccc(-c2nnc3ccc(SCC(=O)NCc4ccco4)nn23)cc1,96,85,74,-2,5,-3,3,4,4
O=C(CCN1C(=O)C2C3C=CC(C4CC34)C2C1=O)Oc1cccc2cccnc12 (configuration not stated),·,·,·,4,-5,-13,6,15,-3
COC(=O)CC1COc2ccccc2N1C(=O)c1ccc(OC)cc1 (configuration not stated),·,·,·,0,4,-5,5,-5,2
S=C(NCc1ccccc1)NCc1ccccc1,·,·,·,2,12,-7,5,-8,0
CCC(=O)Nc1cccc(C(=O)/C=C/c2ccccc2)c1,·,·,·,0,-10,-1,25,8,2
CCOc1ccc(C(=O)N2CCN(c3cccc(C)c3C)CC2)cc1,105,101,92,-16,4,-4,19,-4,14
Nc1ncn(C23CC4CC(CC(C4)C2)C3)n1,90,94,92,3,0,-1,5,-9,-1

# A few values from above:
# COc1ccc(CN2CCN(c3ccccn3)CC2)c(OC)c1 @ HUVEC inhibit = 89
# CCC(=O)Nc1cccc(C(=O)/C=C/c2ccccc2)c1 @ S1P2 blocker = 8

# The results go on:
SMILES,Fibroblast inh,HUVEC inhibit,H69AR inhibit,sEH inh,LYP act,S1P2 ag,PostGolgi ctrl,S1P2 blocker,sEH activator
O=C(CN1CCCCCC1)Nc1ccc(Br)cc1,102,100,106,-13,2,-4,11,-5,12
CC1CCN(c2ccc(C(=O)NCCc3ccccc3)cn2)CC1,103,104,83,·,·,·,9,·,·
CCS(=O)(=O)N1CCc2cc(OC)c(OC)cc2C1,·,·,·,-1,-7,2,0,-8,-1
O=[N+]([O-])c1cccc(/C=C/c2nc(C=Nc3ccccc3)c(O)o2)c1,101,92,40,-6,5,-3,9,-15,7
Cc1cc(C)c(S(=O)(=O)c2ccccc2C)c(N(C)C)n1,·,·,·,4,-2,-4,4,6,-3
c1ccc(-c2nccc(-c3ccc(-n4cnc5ccccc54)cc3)n2)cc1,109,49,84,5,-13,-6,10,-24,-5
Clc1ccc(COn2c(-c3ccc(Cl)cc3Cl)nc3ncccc32)cc1,87,86,57,1,1,-2,66*,-37,0
Cc1nn(-c2ccccn2)c(C)c1Oc1ccccc1O,89,99,86,-3,-6,-3,0,22,6
O=C(NC1CCCC1)C(c1cccnc1)N(C(=O)c1csnn1)C1CC1 (configuration not stated),101,93,57,-6,0,-3,0,9,8
CCN(CC)c1ccc(NC(=O)CN2C(=O)CSc3ncccc32)c(C)c1,91,94,104,28,5,-7,-2,33,-27
c1ccc(CNc2ncnc3ccccc23)cc1,99,79,87,·,·,·,10,·,·
Cc1ccc(-c2noc(CCC(=O)N3CCN(c4cccc(C(F)(F)F)c4)CC3)n2)cc1,99,92,94,·,·,·,15,·,·
FC(F)(F)c1cc(C(F)(F)F)c2ccc(N/N=C/c3cccc(Cl)c3)nc2n1,·,·,·,-12,-3,-5,-7,10,15
Cc1ccc(Cl)cc1N1CCN(C(=O)C2CCN(c3nnc(-n4cccc4)s3)CC2)CC1,93,79,79,·,·,·,22,·,·
Cc1[nH]c(=O)[nH]c(=O)c1NC(=O)CSc1ncccc1-c1nc2ccccc2[nH]1,97,99,80,11,-1,-7,-8,16,-14
O=C1OC(c2ccc3c(c2)OCO3)N(C(=O)c2ccc(Cl)c(Cl)c2)c2ccccc21 (configuration not stated),·,·,·,0,-2,-3,30*,12,3
Cc1ccc(SCc2cc(=O)[nH]c(Nc3nc(C)c4cccc(C)c4n3)n2)cc1,·,·,·,8,-17,-4,15,-1,-7
Cc1cccc(CS(=O)(=O)Cc2ccc(C(=O)NCc3ccco3)o2)c1,95,89,86,-9,-3,-4,4,14,8
c1ccc2c(c1)oc1c(NCC3CCCO3)ncnc12 (configuration not stated),106,106,98,16,0,1,8,3,-16
O=C(O)CSc1nnc(-c2ccncc2)n1CCc1ccccc1,100,94,99,-3,0,-7,9,-6,4
COn1c2c(c3c4nonc4ccc31)CCCC2,106,68,105,4,-1,-6,-2,4,-5
O=C1C2CC=CCC2C(=O)N1Cc1ccccc1 (configuration not stated),96,97,90,-1,-23,-5,·,-12,6
Cc1ccc(CNC(=O)CCNS(=O)(=O)c2cccc3nonc23)cc1,100,95,93,-10,5,-2,7,-18,9
COc1ccc(-c2nnc3ccc(SCC(=O)N4CCCC4)nn23)cc1,101,85,71,-2,-7,0,0,-11,1
O=C(O)C1C2C=CC(O2)C1C(=O)NCc1ccc(Cl)cc1 (configuration not stated),101,90,101,-13,-13,-3,2,15,7
CCc1nc2ccc(C(=O)NCc3ccco3)cc2nc1CC,93,87,70,0,-1,0,2,-22,0
Cc1ccc(NC(=O)c2ccc(S(=O)(=O)N3CCCCC3)cc2)cc1,97,89,88,28,-8,-7,1,-4,-28
COc1ccc(CCNc2nc(-c3sc(C)nc3C)cs2)cc1OC,95,77,70,-3,1,-6,11,15,3
CC(=O)n1nc(-c2ccco2)nc1SCc1ccccc1,101,91,105,-13,-8,-3,3,7,13
CCN(CC)S(=O)(=O)c1cccc(-c2nnc(SCC(=O)NCCC3=CCCCC3)n2N)c1,90,92,72,·,-8,-6,5,15,·
CCOC(=O)CSc1nnc(C)c(=O)[nH]1,99,93,104,1,0,-7,1,13,-2
CCO/C=C1\C(=O)N(CC)c2ccccc21,88,81,98,-9,-7,-1,·,-16,10
O=C(CSc1nnnn1C1CCCCC1)NCCc1ccccc1,103,105,96,12,30,-4,-5,-12,-10
Cn1c2c(c(=O)[nH]c1=O)C(NC(=O)c1ccco1)(C(F)(F)F)C(=O)N2 (configuration not stated),108,94,103,-2,4,-9,-3,-10,4
COC(=O)c1cccc(NC(=O)/C=C/c2cccc([N+](=O)[O-])c2)c1,·,·,·,15,-16,-1,-3,15,-16
O=C(CN1C(=O)COc2ccccc21)Nc1ccc(F)cc1,99,90,75,6,-6,-4,1,1,-6
CCC(Oc1ccccc1)C(=O)Nc1cc(C)on1 (configuration not stated),·,·,·,0,-5,-6,6,16,0
COc1ccccc1C1CC(c2cccs2)=Nc2ccccc2S1 (configuration not stated),90,91,68,10,-1,-2,21,2,-11
CCOC(=O)C1(C)/C(=N/Nc2ccc(Cl)cc2)C(=O)C(=O)N1c1ccccc1 (configuration not stated),108,78,73,-1,-4,-10,14,18,3
CCOC(=O)N1CCC(NC(=O)c2cn(-c3ccc(OC)cc3)c(=O)c3ccccc23)CC1,·,·,·,12,-1,-7,13,14,-9

# Some of the compounds tested; rates above refer to the full screens.
